# RXFP1 ag: RXFP1 (human) receptor agonism; 370,000 tested, 0.3% active; HEK293T-RXFP1 cAMP TR-FRET, 30 min; response scale: percent of porcine relaxin response, buffer zero; Q9HBX9; Potency, µM (doses to about 57.5 µM), inactives show at the highest dose activation, most hits filed as activators; AID 2676; note: potency is the fitted concentration of half-maximal effect; % is set by controls: 0 for no effect and ±100 for the full control effect; nearly all actives have a fitted effect of over 60% in size; many of its hits are not listed in these tables
# Target sequence (Q9HBX9 whole entry, looked up): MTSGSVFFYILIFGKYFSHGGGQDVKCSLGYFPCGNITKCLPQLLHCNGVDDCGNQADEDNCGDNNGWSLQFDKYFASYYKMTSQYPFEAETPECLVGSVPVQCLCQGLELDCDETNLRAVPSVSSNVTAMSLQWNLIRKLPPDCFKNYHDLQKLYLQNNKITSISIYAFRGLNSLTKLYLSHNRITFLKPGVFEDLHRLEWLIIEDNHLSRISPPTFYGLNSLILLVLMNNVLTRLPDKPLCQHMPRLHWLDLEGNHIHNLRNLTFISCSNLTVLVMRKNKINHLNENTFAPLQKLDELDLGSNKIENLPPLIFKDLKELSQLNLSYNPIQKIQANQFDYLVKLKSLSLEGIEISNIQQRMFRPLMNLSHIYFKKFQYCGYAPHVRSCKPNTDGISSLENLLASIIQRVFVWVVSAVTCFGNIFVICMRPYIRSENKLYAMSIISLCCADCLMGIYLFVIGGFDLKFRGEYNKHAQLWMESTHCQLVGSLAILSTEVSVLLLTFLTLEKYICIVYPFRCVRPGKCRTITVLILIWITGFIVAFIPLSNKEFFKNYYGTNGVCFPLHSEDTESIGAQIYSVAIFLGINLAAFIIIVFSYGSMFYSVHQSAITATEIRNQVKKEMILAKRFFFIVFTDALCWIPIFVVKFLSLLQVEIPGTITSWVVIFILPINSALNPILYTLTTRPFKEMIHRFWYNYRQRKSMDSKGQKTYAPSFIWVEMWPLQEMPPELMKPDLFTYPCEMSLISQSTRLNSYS
#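 Agonist response is measured as cAMP accumulation in an RXFP1-transfected HEK293T line under PDE4 inhibition. Values are scaled between buffer-only and 29 nM porcine relaxin, and EC50s come from standard Hill equation fits.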
# D1 PAM: enhances dopamine response at the human D1 receptor. P21728. HEK293 TREx D1 cells, calcium flux, dopamine EC20 potentiation. potentiation, % at 10 µM. 360,000 tested, 0.036% active; in the data active = potentiation above about 30%; note: 0% is about no effect
# D1 antagonist: blocks dopamine activation of the human D1 receptor; 360,000 tested, 3.2% active; P21728; activity change, negative = inhibition, % at 10 µM; AID 504652; HEK293 TREx D1 cells, calcium flux, dopamine EC80; active compounds read low; in the data active = activity change below about -30%; note: % is set by controls: 0 for no effect and ±100 for the full control effect
#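 Antagonism measured as reduced calcium response to an EC80 dopamine addition following 180 s compound pre-read; cells were inducible HEK293 Trex D1 plated overnight at 30 C, read kinetically at 1 cycle/sec.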
# LDHA inh: LDHA (human) enzyme inhibition | 480,000 tested, 0.15% active | P00338 | purified LDHA, NADH/diaphorase-resazurin fluorescence; active compounds read low | AID 1347041 | activity change, % (values are at about 110 or 230 µM); in the data active = activity change below about -30%; inconclusive = mostly about -25% to -30%;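 note: plate controls were DMSO wells for no effect and wells without enzyme for full effect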
#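 Human LDH5 at 2 nM final in Tris HCl pH 7.4 with 0.06 mM NADH and 0.2 mM pyruvate, reacted 5 minutes at room temperature. Remaining NADH coupled via diaphorase/resazurin; resorufin fluorescence read at 0 and 20 minutes, normalized to enzyme-free and DMSO wells.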
# D2 potentiator: D2 dopamine receptor (human) potentiation. HEK293 T-REx D2, calcium flux, EC20 dopamine potentiation. 340,000 tested, 0.34% active. potentiation, % at 10 µM;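 active = potentiation over 3 SD above the plate norm, cut at about 30% in these data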; note: 0% is about no effect
#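 Primary screen. Calcium kinetics in induced HEK293 T-REx D2 cells: compound pre-addition 180 s, EC20 dopamine, 180 s more.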
# Vif-APOBEC3F blk: inhibitors of Vif-A3F interaction. Potency, µM (series often up to 46.1 µM), for inactives: at the highest dose activity, negative = active. HeLa A3F-eYFP + Vif (tagged APOBEC3F with the HIV-1 protein that degrades it), YFP fluorescence increase. 390,000 tested, 0.2% active. AID 602313; note: potency is the fitted concentration of half-maximal effect; % of control where 0% means no effect; nearly all actives have a fitted effect of over 65% in size
#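 HeLa cells stably expressing A3F-eYFP plus Vif, plated and incubated overnight at 37 deg C, then exposed to compounds overnight at 37 deg C. Blocked degradation read as raised yellow fluorescence (Ex 488/Em 500-530).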
# Glioma ERSR ind: induces the endoplasmic reticulum stress response in human glioma cells | Potency, µM, for inactives: at the highest dose activation, most hits filed as activators | U87-MG GRP78 promoter luciferase reporter, 16 h | 420,000 tested, 0.02% active; note: potency is the fitted concentration of half-maximal effect; series mostly up to about 76 µM; % of control where 0% means no effect; nearly all actives have a fitted effect of over 35% in size
#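 ERSR induction read as luciferase luminescence (Bright-Glo, 10 min at room temperature) in stably transfected human U87-MG glioma cells exposed to compounds for 16 h, using GRP78 as sensor.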
# D1 agonist: human D1 receptor agonism; P21728; HEK293 T-REx D1 cells, calcium flux, agonist mode; activation, % at 2 µM; 360,000 tested, 1% active; AID 504660; in the data active = activation above about 30%; note: 0% is about no effect
#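 Agonism was scored from calcium flux recorded over 180 s (1 read/s) after pintool compound addition, following a 10-cycle baseline. Cells were inducible force-coupled HEK293 TREx D1, plated overnight at 30 C and loaded with no-wash calcium dye.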
# Vif-APOBEC3G blk: blocks the Vif interaction with human APOBEC3G; Potency, µM (highest dose often 46.1 µM), for inactives: at the highest dose activity, negative = active, hits mostly inhibitors; Q9HC16; HeLa A3G-eYFP + Vif (tagged APOBEC3G with the HIV-1 protein that degrades it), YFP fluorescence, overnight; 410,000 tested, 0.076% active;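 note: potency is the fitted concentration of half-maximal effect; % is set by controls: 0 for no effect and ±100 for the full control effect; nearly all actives have a fitted effect of over 60% in size; hits raise eYFP signal because A3G escapes Vif-driven loss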
#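 HeLa cells stably expressing Vif and C-terminally eYFP-tagged A3G, seeded overnight at 37 deg C, then exposed to compound by pintool overnight at 37 deg C. Rise in yellow fluorescence (Ex 488/Em 500-530, Acumen) marks blocked Vif-driven A3G degradation.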
# An asterisk follows results filed as active; ? = inconclusive; nt = not tested or not shown; & = joins results of further samples. Unless noted, calls come from the whole dose curve; as a rule, active = well fitted curve in the direction sought with a large enough effect; inconclusive = small, poorly fitted or top-dose-only effect, or another doubt; inactive = no such curve, though single readings can be large; an effect the other way counts as inactive or inconclusive. The list is partial, so the mix of outcomes need not match the whole.
no.	Compound	D1 agonist	LDHA inh	Vif-APOBEC3G blk	Glioma ERSR ind	D2 potentiator	D1 PAM	D1 antagonist	RXFP1 ag	Vif-APOBEC3F blk
1	CCn1cc(C(=O)NCCCOC(C)C)c(=O)c2cc(S(=O)(=O)N3CCC(C)CC3)ccc21	0	-2	0%	-5%	-11	-4	-2	-0.1%	-4%
2	CC1(C)CC(=O)/C(=C(\O)c2ccccc2)C(=NCCO)C1	-1	-10	-1%	-1%	6	-6	-10	3.1%	-8%
3	Cc1cc(C)n(C(=O)CCC2COc3ccccc3O2)n1 (configuration not stated)	7	-4	1%	0%	-1	-2	-2	0.6%	2%
4	Cc1ccc(-c2nn3c(=O)c(C)nnc3s2)cc1	-1	-12	1%	-1%	-8	-4	9	?	-10%
5	COc1ccc2cc(-c3ccccc3F)ncc2c1	-4	-12	-7%	-2%	-2	1	nt	1.1%	-2%
6	Cc1cc([N+](=O)[O-])ccc1-c1ccc(/C=N/NC(=O)Cc2ccccc2)o1	4	-7	-10%	-3%	2	18	-7	5.0%	?
7	O=c1oc2cc(Oc3ccc(C(F)(F)F)cc3[N+](=O)[O-])ccc2c2c1CCCC2	4	-1	-3%	-4%	-16	-2	-11	3.3%	-3%
8	Cc1cc(C)n2c(SCC(=O)N(C)C3CCCCC3)nnc2n1	2	-3	10%	0%	5	2	-9	13%	-1%
9	COc1ccc(-c2noc(CN(C)S(=O)(=O)c3c(C)cc(C)cc3C)n2)cc1OC	8	-2	nt	nt	4	0	7	2.0%	nt
10	COc1cc(CNC(C)(C)CO)cc(Br)c1OCc1ccccc1	14	-7	7%	-4%	-7	-7	-8	-0.6%	-5%

# The last 2 entries of the part above open the next one.
no.	Compound	D1 agonist	LDHA inh	Vif-APOBEC3G blk	Glioma ERSR ind	D2 potentiator	D1 PAM	D1 antagonist	RXFP1 ag	Vif-APOBEC3F blk
9	COc1ccc(-c2noc(CN(C)S(=O)(=O)c3c(C)cc(C)cc3C)n2)cc1OC	8	-2	nt	nt	4	0	7	2.0%	nt
10	COc1cc(CNC(C)(C)CO)cc(Br)c1OCc1ccccc1	14	-7	7%	-4%	-7	-7	-8	-0.6%	-5%
11	Cc1ccc(OCc2cc(C(=O)NCc3cn4ccccc4n3)no2)cc1C	16	-2	1%	0%	6	1	-20	-0.4%	-6%
12	CC(=O)N1CCC(N(CCN2CCOCC2)C(=S)Nc2ccc(C)c(C)c2)CC1	4	-8	-6%	-6%	0	2	5	1.3%	-2%
13	CCCCN1CCC(=O)NC1=O	nt	-7	-1%	4%	nt	nt	nt	nt	-26%
14	CSc1nnc(NC(=O)c2cc(=O)c3cc(C)cc(C)c3o2)s1	4	1&-9	0%	1%	1	-1	1	0.5%	12%
15	CN(C)c1ccc(Nc2nc3ccccc3n3nnnc23)cc1	0	9	-7%	-5%	0	2	-1	0.4%	?
16	Cc1ccc(-c2noc(CN(C3CCCCC3)S(=O)(=O)c3ccc(F)cc3)n2)cc1	8	-2	1%	0%	-12	0	-1	0.1%	0%
17	NC(=O)NC1CCCc2c1[nH]c1ccc(Cl)cc21 (configuration not stated)	-1	-7	-12%	3%	9	-7	-6	0.5%	0%
18	CCN1CCCC1CNC(=O)c1ccc2c(=O)n(CCOC)c(=O)[nH]c2c1 (configuration not stated)	3	2	-1%	-7%	-5	0	-15	-0.5%	nt
19	Cc1nn(CC(=O)NCC(C)c2ccccc2)c(=O)c2cc(-c3ccccc3)nn12 (configuration not stated)	4	-10	-7%	-7%	8	-15	-10	0.9%	-1%
20	CC(=O)NC1CCCN(O)C(=O)/C=C(\C)CCOC(=O)C(NC(C)=O)CCCN(O)C(=O)/C=C(\C)CCOC(=O)C(NC(C)=O)CCCN(O)C(=O)/C=C(\C)CCOC1=O (configuration not stated)	-4	7	6%	0%	3	0	11	-1.0%	2%
21	COc1ccc(CCNC(=O)COc2ccc(S(=O)(=O)NCC(C)C)cc2Cl)cc1OC	1	-4	0%	-5%	15	-4	-10	-0.3%	-1%
22	CC1=NN(C(N)=S)C(=O)C1N=Nc1cccc([N+](=O)[O-])c1 (configuration not stated)	3	-3	-10%	9%	-7	-5	-2	2.9%	2%
23	CCc1ccc(-c2nc(CN3CCCC(C(=O)N4CCN(c5cc(Cl)ccc5C)CC4)C3)c(C)o2)cc1 (configuration not stated)	3	-1	4%	-2%	2	-2	-8	0.7%	1%
24	COc1ccc2c(c1)Cc1sc(NC(=O)c3ccccc3Br)nc1-2	1	26	3%	0%	3	-7	6	-0.5%	0%
25	COCCNC(=O)c1csc(Nc2cccc3ccccc23)n1	1	7	-8%	5%	-3	-3	-17	1.8%	-12%
26	Cc1c(Cl)c([N+](=O)[O-])nn1Cc1ccc(C(=O)N/N=C\c2cccc(Br)c2)o1	8	-11	1%	-1%	-21	-3	-28	2.0%	0%
27	Cc1ccc(S(=O)(=O)c2c(COC(=O)c3cccc(Cl)c3)c(-c3ccccc3)nn2C)cc1	1	-1	-9%	-3%	25	11	-7	0.3%	-5%
28	COc1ccc(CCNC(=O)c2cc3c(cc2Cl)N2CCCCCC2=NS3(=O)=O)cc1	7	-7	0%	-2%	6	2	-7	-1.6%	-9%
29	O=C(CNC(=O)N1CC(=O)Nc2ccccc21)Nc1ccccc1	4	-1	0%	-4%	5	-8	5	0.0%	2%
30	CCC1(c2ccc(F)cc2)NC(=O)NC1=O (configuration not stated)	3	-8	-2%	0%	2	-13	0	-0.1%	-11%
31	Cc1nn(Cc2noc(C(=O)NC3CCC(C)CC3)n2)c(C)c1Br (configuration not stated)	0	-2	4%	-5%	-4	-3	13	3.9%	4%
32	O=C(NC(=O)c1ccccc1)OCC1CCCN2CCCCC12 (configuration not stated)	1	-2	-7%	-2%	19	-3	-11	2.4%	2%
33	O=C(Nc1nc(=S)ss1)c1c(F)cccc1F	7	-5	2%	-6%	-3	-2	33	-0.3%	3%
34	CC1(CCc2ccc(O)cc2)NC(=O)NC1=O (configuration not stated)	4	-4	-1%	-2%	-4	-2	-1	2.1%	5%
35	CCc1cc2c(SCC(=O)N(C)C3CCS(=O)(=O)C3)ncnc2s1 (configuration not stated)	4	-6	-2%	-10%	-11	-2	-21	?	-14%
36	O=C(Nc1ccc(F)cc1)N1CCCN(c2ccc(C(F)(F)F)cn2)CC1	10	3	6%	-3%	0	-4	-6	4.5%	1%
37	O=C(NCC1CCCO1)c1onc(CSc2ccc(Cl)cc2)c1C(=O)O (configuration not stated)	1	-1	-15%	-3%	-2	-1	-13	1.9%	0%
38	CCCS(=O)(=O)N1CCC(C(=O)NCc2ccccc2Cl)CC1	2	-8	-1%	1%	13	1	7	0.2%	-11%
39	Cc1cc(SCC(=O)OCC(=O)c2c(N)n(C)c(=O)n(C)c2=O)c(C)cc1Br	2	-3	0%	-1%	-15	-2	5	5.5%	-2%
40	COc1c(N2C[C@@H]3CCCN[C@@H]3C2)c(F)cc2c(=O)c(C(=O)O)cn(C3CC3)c12	nt	2	-1%	-2%	nt	nt	nt	nt	3%
41	C=CCc1c(C)nc(SCC(=C)C)[nH]c1=O	1	-7	-5%	-3%	3	0	5	1.1%	-6%
42	CCCCCCC/C(C)=N/NC(=O)CC(=O)NCCc1ccccc1	1	1	-1%	1%	-11	3	6	-2.9%	4%
43	CSc1ccc(/C=N\Nc2nncn2N)cc1	1	23	-9%	0%	2	-1	-5	2.0%	1%
44	Cc1ccccc1OCCC(=O)Nc1ccccc1C(=O)N1CCCCC1	0	-2	1%	-3%	4	-7	-1	-0.8%	0%
45	CC(Nc1ccc(-c2nc(-c3ccncc3)no2)cc1[N+](=O)[O-])c1ccccc1 (configuration not stated)	5	3	2%	-3%	7	-2	27	1.7%	8%
46	CCOc1ccccc1N1CCN(C(=O)C2=CC=CN3CCS(=O)(=O)N=C23)CC1	-1	2	-1%	3%	nt	1	7	0.9%	-11%
47	Cc1cccc(N2CCN(C(=O)COc3cc(=O)n(C)c4ccccc34)CC2)c1C	0	2	1%	-2%	-2	1	-4	2.7%	1%
48	Clc1ccc(-c2c[n+](Cc3cccc(Cl)c3)c3n2CCC3)cc1	4	-8	-4%	-2%	-16	0	-6	1.2%	2%
49	CC1(C)CCC(C)(C)c2cc([S+](=O)([O-])N3CCN([S+](=O)([O-])c4c(F)cccc4F)CC3)ccc21	-1	-13	nt	nt	nt	3	-5	nt	nt
50	O=[N+]([O-])c1ccc(/C=N/Nc2cc(Cl)nc(-c3ccccc3)n2)cc1	2	-5	-4%	-6%	-5	-4	-10	0.0%	6%
51	C=Cc1ccc(Cn2c(C)c(CNCc3ccccc3C)c(C(=O)O)c2C)cc1	-1	2	2%	-3%	2	2	10	1.0%	-6%
52	COc1ccc(CCNC(=O)CN2c3cccc4cccc(c34)S2(=O)=O)cc1OC	8	8	-4%	-2%	13	-4	14	-0.1%	10%
53	Cc1c(NC(=O)CSc2nncn2-c2ccccc2)c(=O)n(-c2ccccc2)n1C	2	-7	2%	-4%	5	-7	-11	-0.3%	-3%
54	c1cn(-c2ccc(-c3ccnc4ncnn34)cc2)cn1	2	-15	13%	-7%	-13	-2	-19	?	6%
55	CCOC(=O)N[C@H](Cc1c[nH]c2ccccc12)C(=O)NC1CC1	1	0	2%	-3%	21	0	1	-2.0%	-3%
56	COc1ccc(NC(=O)COC(=O)C(NC(=O)c2ccc(C)cc2)C(C)C)cn1 (configuration not stated)	nt	17	-1%	-3%	nt	nt	nt	nt	-11%
57	Cc1cccc(NC(=O)CN2C(=O)N/C(=C/c3ccc(-c4cccc(C(=O)O)c4C)o3)C2=O)c1	5	-6	-1%	3%	-3	-5	0	2.4%	-11%
58	CC1Cc2ccccc2N1S(=O)(=O)c1cccc(C(=O)NCc2ccco2)c1 (configuration not stated)	nt	0	0%	-4%	nt	nt	nt	nt	-7%
59	Clc1nc(CN2CCCCC2)nc2sc3c(c12)CCC3	1	-7	3%	-4%	0	-7	nt	2.8%	-3%

# Screening results from PubChem.
